MK inhibit: inhibitors of Streptococcus pneumoniae mevalonate kinase; inhibition, % at 10 µM; AID 555; 65,000 tested, 0.48% active; purified MK, PK/LDH-coupled NADH absorbance 340 nm;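 active = ranked among the strongest by inhibition in the single 10 µM screen, a fixed top-ranked set picked for dose follow-up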; also: no value below 0 was filed
HPDE-C7 viability: cytotoxicity in HPDE-C7 cells, cell-based, fluorescence, HTS (AID 430) | 63,000 tested, 1.8% active | cytotoxicity, % at 10 µM, or EC50 in µM where a hit was titrated | HPDE-C7 pancreatic duct cells viability, fluorescence; higher % means a stronger effect;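 also: cells exposed to compound for 48 hours before viability readout; 0% = vehicle and 100% = reference cytotoxic drug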
Bfl-1 inhibitors: Bfl-1 inhibitors, primary screen, biochemical, fluorescence polarization, FITC-Bid, mouse (AID 432) | FITC-Bid BH3 peptide fluorescence polarization displacement; higher % means a stronger effect | one-dose displacement, % at 20 µM; IC50 in µM for titrated hits | 64,000 tested, 0.02% active; in the data active = a potency from the dose series; inactive = the rest, 99 in 100 with displacement below about 15%; also: strong numbers were not always called active
LYP phosphatase: inhibition of human PTPN22 tyrosine phosphatase – biochemical, DiFMUP fluorescence, recombinant catalytic domain, 10 µM, primary screen (AID 606). recombinant LYP catalytic domain, DiFMUP fluorescence; higher % means a stronger effect. inhibition, % at 10 µM; hits with a dose series show IC50 in µM. 52,000 tested, under 10 active;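 active = IC50 under 40 µM in the dose-response test; inactive = IC50 of 40 µM or more, or never dose-tested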
Alkaline phosphatase: inhibition of tissue-nonspecific alkaline phosphatase – biochemical, luminescent (AID 518) | purified TNAP enzyme, luminescent substrate readout; higher % means a stronger effect | inhibition, % at 20 µM; hits with a dose series show IC50 in µM | 64,000 tested, 0.09% active; in the data active = a potency from the dose series; inactive = the rest, 99 in 100 with inhibition below about 22%;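 also: plate controls were vehicle for no effect and reference inhibitor for full effect; many of its hits are not listed in these tables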
Spn DPM-DC inh: inhibitors of Streptococcus pneumoniae diphosphomevalonate decarboxylase. purified DPM-DC, PK/LDH coupled NADH fluorescence. calls only at 10 µM. 65,000 tested, 0.49% active;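 active = the 320 compounds with the highest percent inhibition in the single-dose primary screen, excluding strongly autofluorescent ones, cut at about 32% in these data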;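 also: kinetic rate of NADH fluorescence loss reporting ADP formed by the decarboxylase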
HPDE-C7K KRASV12: cytotoxicity in KRAS-transformed pancreatic duct cells, primary screen, cell-based, fluorescence, HTS (AID 431) | HPDE-C7K KRASV12 cells, Alamar Blue viability, 48 h; higher % means a stronger effect | one-dose cytotoxicity, % at 10 µM; EC50 in µM for titrated hits | 63,000 tested, 1.7% active;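 active = compounds whose percent cytotoxicity in the single-dose primary screen, scaled between solvent and toxic-drug controls, exceeds 50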;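 also: 0% = DMSO solvent wells and 100% = doxorubicin-treated wells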
Spn PMK inh: blocks S. pneumoniae phosphomevalonate kinase | purified PMK, PK/LDH-coupled NADH absorbance 340 nm | inhibition, % at 10 µM | 65,000 tested, 0.49% active;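 active = top-ranked compounds by inhibition in the single 10 µM screen, taking a fixed number of the strongest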;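 also: 0% = full reaction with DMSO carrier and 100% = background rate without enzyme reaction; no value below 0 was filed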
HT1080 viability: HT1080 cell viability loss – fluorescence readout (AID 620); 87,000 tested, 0.42% active; one-dose cytotoxicity, % at 10 µM; EC50 in µM for titrated hits; HT1080 viability, fluorescence; higher % means a stronger effect;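 also: cells exposed to compound overnight then 4 h with Alamar Blue; 0% = vehicle DMSO and 100% = killing control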
Spn PMK inh pilot replicates: further read-out of Spn PMK inh, marked with its call; inhibition, %; measured here: pilot screen replicates
MK inhibit pilot replicates: second read-out of MK inhibit, no call of its own (marks repeat the call); inhibition, %; measured here: pilot screen replicates
Spn DPM-DC inh pilot screen %: second read-out of Spn DPM-DC inh, no call of its own (marks repeat the call); inhibition, %; measured here: pilot screen trials
The depositor's hits bear a star; i = inactive; . = no result given. Rule as the data show it, unless noted: active = cytotoxicity above about 50%; inactive = the rest.

SMILES | MK inhibit | HPDE-C7 viability | Bfl-1 inhibitors | LYP phosphatase | Alkaline phosphatase | Spn DPM-DC inh | HPDE-C7K KRASV12 | Spn PMK inh | HT1080 viability | others
CC1(C)C2CCC(C2)C1(C)NC(=O)CN1CCOCC1 (stereo not drawn) | 34 | -2% | -8% | -2% | 8% | i | 6% | 7 | -10%
Cc1ccc(CN(c2ccc(C(=O)N3CCOCC3)cc2)S(C)(=O)=O)cc1 | 9 | 1% | -9% | 7% | 11% | i | 1% | 25 | -2%
CC1(C)N=C(C(=O)c2ccccc2)N(O)C1(C)O (stereo not drawn) | 9 | -12% | -2% | 5% | 5% | i | 1% | 5 | 2%
CC(C)c1ccc(NC(=O)CSc2nnc(-c3ccccn3)n2C)cc1 | 3 | -6% | -5% | 3% | 4% | i | -39% | 6 | -2%
Cc1cc(SCNC(=O)c2ccccc2)ncn1 | 2 | -13% | -3% | 2% | 11% | i | -9% | 0 | 2%
CN(C)C(=O)CSc1cccc2cccnc12 | 7 | 1% | -6% | 12% | 7% | . | -2% | 6 | 6%
CCc1nnc(NC(=O)CSc2nnc(CNc3ccc(Cl)cc3)o2)s1 | 16 | 3% | 0% | . | 7% | i | 29% | 4 | -2%
Cc1c(Cl)cnc(NC(=O)COC(=O)C(NC(=O)c2ccco2)C(C)C)c1Cl (stereo not drawn) | 0 | 6% | 7% | . | 13% | i | 9% | 0 | -2% | Spn PMK inh pilot replicates=0.5;MK inhibit pilot replicates=0.0;Spn DPM-DC inh pilot screen %=3.5
CCOc1cc(N2CCOCC2)c(OCC)cc1NC(=O)CCS(=O)(=O)c1ccc(Cl)cc1 | 0 | 8% | -1% | . | 8% | i | -5% | 0 | 7%
O=C(O)COCC(=O)Nc1ccc2c(c1)CCC2 | 5 | -6% | -2% | 2% | 11% | i | 1% | 16 | -4%
Cn1c(-c2ccc(F)cc2)cnc1NCc1ccccc1 | 29 | -16% | -2% | 9% | 21% | i | -1% | 0 | 3% | Spn PMK inh pilot replicates=0.0;MK inhibit pilot replicates=0.0;Spn DPM-DC inh pilot screen %=1.0
COc1ccccc1-c1nnc(SC/C(O)=C(\C#N)c2nc3ccccc3[nH]2)n1C1CCCCC1 | 2 | 28% | -6% | 21% | 1% | i | 41% | 13 | -4%
CN(C)C(=O)c1ccc(Oc2ccc(C(=O)N(C)C)cc2)cc1 | 0 | -5% | -2% | 12% | -1% | i | 1% | 17 | 9%
Nc1cccc(-c2nc3ccc(N)cc3s2)c1 | 11 | 49% | 1% | 14% | 16% | . | 51%* | 11 | 25%
COc1ccc(-n2c(Cc3cccn3C)nnc2SCC(=O)Nc2ccc(C)c(Cl)c2)cc1 | 9 | -8% | 6% | 8% | 8% | i | -4% | 14 | -11%
CCNc1ccc(S(=O)(=O)C(F)(F)F)cc1NC(=O)C12CCC(CC1)C2 | 0 | 2% | 3% | 0% | 21% | i | -13% | 13 | 1% | Spn PMK inh pilot replicates=0.0;MK inhibit pilot replicates=0.0;Spn DPM-DC inh pilot screen %=0.0
Cc1ccc2cccc(Oc3cnccn3)c2n1 | 0 | 5% | 2% | -12% | 6% | i | 14% | 5 | 3%
Cc1ccccc1C(=O)c1cccn1CC(=O)O | 11 | -15% | 5% | 10% | 6% | i | -2% | 17 | 4%
CCc1nnc(NC2=NCCC2)s1 | 3 | -22% | -4% | 1% | -3% | i | -21% | 17 | 2%
CCC1(CC)C(=O)N(C)C(=O)NC1=NCc1ccccc1 | 5 | -12% | 6% | 9% | 5% | i | -20% | 5 | 1% | Spn PMK inh pilot replicates=0.0;MK inhibit pilot replicates=0.0;Spn DPM-DC inh pilot screen %=0.0
CN(c1ccc(C(=O)N2CCCCC2)cc1)S(=O)(=O)c1ccccc1 | 0 | 4% | -6% | -3% | 14% | i | -12% | 0 | 2%
O=C(CSc1nnc(CNC(=O)c2cccs2)o1)NCCc1ccccc1 | 7 | 6% | -3% | 0% | 7% | i | 3% | 12 | 3% | Spn PMK inh pilot replicates=0.0;MK inhibit pilot replicates=0.0;Spn DPM-DC inh pilot screen %=4.5
CCOc1ccc(N(CC(=O)Nc2ccc(OC)cc2)S(=O)(=O)c2c(C)noc2C)cc1 | 11 | 1% | 2% | 3% | 15% | i | 5% | 13 | 5%
Cc1ccc(NCc2nnc(SCC(=O)NCc3ccco3)n2CC2CCCO2)cc1Cl (stereo not drawn) | 8 | -12% | 2% | 1% | 14% | i | -1% | 7 | 0% | Spn PMK inh pilot replicates=3.0;MK inhibit pilot replicates=2.0;Spn DPM-DC inh pilot screen %=0.0
Cc1ccc2c(c1)nnn2C1CCN(CC(=O)Nc2ccccc2N2CCOCC2)CC1 | 8 | 11% | 1% | -18% | 12% | i | 23% | 3 | -3%
CCCn1c2ccccc2c2cc(C(=O)O)ccc21 | 6 | 0% | -2% | -2% | 8% | i | 8% | 5 | -2%
CCN1CCN(CCCNc2ncnc3nc[nH]c23)CC1 | 10 | -3% | 4% | 4% | 6% | i | -6% | 0 | 1%
O=C(O)C1(c2cccc(Cl)c2)CCC1 | 14 | -17% | -4% | 8% | 9% | i | 3% | 12 | 2%
CCN1C(=O)c2ccccc2S(=O)c2ccc(C(=O)N3CCCCCC3)cc21 (stereo not drawn) | 2 | -17% | 2% | -1% | 3% | i | 8% | 0 | -10%
O=C(c1cccc(F)c1)N1CCc2ccccc21 | 5 | -10% | 0% | 9% | 20% | i | 4% | 8 | 4% | Spn PMK inh pilot replicates=4.5;MK inhibit pilot replicates=0.0;Spn DPM-DC inh pilot screen %=0.0
COc1ccc(NC(=O)CSc2nccn2-c2ccccc2)c(OC)c1 | 2 | -14% | -5% | -6% | 6% | i | -11% | 7 | 10%
C(=N\n1cnnc1)/c1ccccn1 | . | 0% | -3% | 0% | 8% | i | -2% | 0 | -7%
CCc1c(C)sc(NC(=O)c2cc(-c3cc(OC)ccc3OC)on2)c1C#N | 0 | -23% | 3% | 11% | 11% | . | -20% | 17 | 6%
CCn1c(=O)c2c(nc(SCc3ccccn3)n2C)n(C)c1=O | 16 | 3% | -11% | 2% | 10% | i | -15% | 12 | 2%
O=C1CC(Nc2ccc(N3CCOCC3)cc2)C(=O)N1c1cccc(C(F)(F)F)c1 (stereo not drawn) | 5 | 6% | 0% | 15% | 9% | i | 8% | 0 | -2%
COc1ccccc1-n1c(SCC(=O)NC2CCCCC2)nc2c(c1=O)SCC2 | 17 | -11% | -6% | 2% | 3% | i | -7% | 3 | 2%
Cc1cc2c(c(=O)n1CCN(C)C)C(c1ccncc1)C(C#N)=C(N)O2 (stereo not drawn) | 8 | 13% | 0% | 12% | 16% | i | 21% | 5 | -3% | Spn PMK inh pilot replicates=4.0;MK inhibit pilot replicates=0.5;Spn DPM-DC inh pilot screen %=0.0
CC1(C)Cc2c(sc3c2c(=O)n(Cc2ccccc2)c2nncn32)CO1 | 12 | -4% | -2% | 14% | 9% | i | -2% | 8 | 2%
CC(C)Cn1c(=O)c(C(=O)NCc2ccccn2)c(O)c2ccccc21 | 11 | -25% | 0% | 2% | 2% | i | -8% | 12 | 5% | Spn PMK inh pilot replicates=4.5;MK inhibit pilot replicates=0.0;Spn DPM-DC inh pilot screen %=1.5
CC1(C)CC(=O)C(C=Nc2ccncc2)=C(O)C1 | 7 | -1% | 1% | -7% | 15% | i | 4% | 3 | 8% | Spn PMK inh pilot replicates=0.0;MK inhibit pilot replicates=0.0;Spn DPM-DC inh pilot screen %=0.0
O=C(c1ccc(-c2ccccc2)cc1)N1CCCC1 | 5 | -5% | -1% | . | 10% | i | -9% | 18 | -7%
O=C(Nc1ccc(Br)cc1F)c1ccc2c(c1)N(Cc1ccccc1)C(=O)CS2=O (stereo not drawn) | 8 | 22% | -1% | -2% | 14% | i | 15% | 1 | -3%
O=C(CN1C(=O)c2cccc3cccc1c23)NCc1cccnc1 | 5 | 3% | -5% | . | -3% | i | 4% | 3 | 12%
COc1ccccc1NC(=O)C1=C(C)Nc2nc(-c3cccs3)nn2C1c1cccc(O)c1 (stereo not drawn) | 0 | 18% | -2% | 13% | 7% | i | 12% | 3 | -15%
CCCc1cc(=O)oc2cc(Oc3ncccn3)ccc12 | 7 | 2% | 4% | 6% | 8% | i | 2% | 18 | 1%
COC(=O)c1ccc2c(c1)N(Cc1nc(-c3cccc(C)c3)oc1C)C(=O)C1CCCN21 (stereo not drawn) | 5 | 56%* | -9% | -2% | 1% | i | 33% | 11 | 16%
CC(=O)c1c(C)[nH]c(C(=O)N2CCN(c3ncccn3)CC2)c1C | 0 | 2% | 4% | 10% | -1% | i | 0% | 0 | -2%
CCCN(CCC)c1nc2ccccc2n2c(C)nnc12 | 12 | -6% | -3% | -1% | 14% | i | -8% | 4 | -15% | Spn PMK inh pilot replicates=3.0;MK inhibit pilot replicates=3.0;Spn DPM-DC inh pilot screen %=1.5
O=C(Oc1cccc(C(=O)N2CCOCC2)c1)c1ccc(Br)cc1 | 1 | 9% | 0% | 1% | 8% | i | 11% | 3 | -6%

Assay outcomes deposited in PubChem BioAssay by several laboratories.
